TDP1 cell noCPT = qHTS for Inhibitors of human tyrosyl-DNA phosphodiesterase 1 (TDP1): qHTS in cells in absence of CPT; DT40 Tdp1-/- hTDP1 cells, no CPT, ATP luminescence, 48 h; Potency, µM (series often up to 46.2 µM), for inactives: at the top dose activity change, negative = growth inhibition, most hits filed as inhibitors; 420,000 tested, 15% active; note: nearly all actives have a fitted effect of over 55% in size
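Seeded 400 DT40-hTDP1 cells/well (vehicle DMSO, no 20 nM CPT); pinned compounds; ≥48 hr at 37 °C; CellTiter-Glo luminescence as viability measure.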
TDP1 cell CPT = DT40-hTDP1 cell growth loss with CPT. chicken DT40 Tdp1-/-;hTDP1 cells + 20 nM CPT, ATP luminescence, 48 h. Potency, µM (doses to about 46.2 µM), for the others: top-dose activity change, negative = growth inhibition, usual class: inhibitors. 420,000 tested, 12% active. AID 686979; note: nearly all actives have a fitted effect of over 55% in size
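Chicken DT40 Tdp1-/- cells complemented with human TDP1, 400 cells/well, exposed to compounds plus 20 nM camptothecin for at least 48 h at 37 C; viability read as ATP content by CellTiter-Glo luminescence.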
TDP1 block = TDP1 (human) enzyme inhibition | 350,000 tested, 0.28% active | Q9NUW8 | recombinant TDP1, AlphaScreen DNA substrate cleavage | AID 485290 | Potency, µM (titrated, usually from 130 µM), for the others: at the highest dose activity change, negative = inhibition, hits mostly inhibitors; note: nearly all actives have a fitted effect of over 40% in size
Target sequence (Q9NUW8 whole entry, looked up): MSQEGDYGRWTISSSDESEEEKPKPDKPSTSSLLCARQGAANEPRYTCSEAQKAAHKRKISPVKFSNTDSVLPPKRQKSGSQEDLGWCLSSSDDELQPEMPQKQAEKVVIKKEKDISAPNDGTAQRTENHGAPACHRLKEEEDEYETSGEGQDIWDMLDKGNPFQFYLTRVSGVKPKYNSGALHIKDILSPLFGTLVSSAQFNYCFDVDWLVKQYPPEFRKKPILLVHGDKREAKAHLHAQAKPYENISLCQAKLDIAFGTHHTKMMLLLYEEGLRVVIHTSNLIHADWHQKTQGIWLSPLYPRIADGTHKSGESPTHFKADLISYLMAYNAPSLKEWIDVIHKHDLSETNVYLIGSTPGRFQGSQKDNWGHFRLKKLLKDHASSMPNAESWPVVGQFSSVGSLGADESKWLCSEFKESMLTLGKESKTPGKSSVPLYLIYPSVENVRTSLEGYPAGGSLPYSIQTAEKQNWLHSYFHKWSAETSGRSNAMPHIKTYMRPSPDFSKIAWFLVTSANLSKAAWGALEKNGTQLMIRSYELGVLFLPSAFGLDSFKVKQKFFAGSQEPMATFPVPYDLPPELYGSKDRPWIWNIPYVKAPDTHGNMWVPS
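AlphaScreen read-out: signal falls as enzyme removes the 3' tyrosine-FITC from a 5'-biotinylated DNA oligo (15 nM, 5 min, RT). Enzyme was E. coli-made recombinant Tdp1 at 1 nM, exposed to compound for 15 min beforehand; beads 10 ug/ml, 10 min.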
* hit, by the source's call; u = inconclusive; x = not tested or not shown; & = joins results of further samples; [ ] = dose if it differs, or a comment. Calls come from the whole dose curve; as a rule, active = well fitted curve in the direction sought with a large enough effect; inconclusive = small, poorly fitted or top-dose-only effect, or another doubt; inactive = no such curve, though single readings can be large; an effect the other way counts as inactive or inconclusive. % is set by controls: 0 for no effect and ±100 for the full control effect; potency is the fitted concentration of half-maximal effect.

The first 6 compounds as a preview:
SMILES	TDP1 cell noCPT	TDP1 cell CPT	TDP1 block
CCOC(=O)[C@]12Cc3ccccc3[C@H]1N(Cc1ccccc1)C(=O)c1ccccc12	u	u	x
CCOC(=O)C1(CCCc2ccccc2)CCN(C2CCC2)CC1	u	-23%	-6%
CC1C(=O)C(C)C(c2ccc(Cl)cc2)NC1c1ccc(Cl)cc1 (stereo unspecified)	u	-22%	x
COc1ccc(O)c2c(=O)c3c(OC)cc4c(c3oc12)C1C=COC1O4 (stereo unspecified)	0.92µM*	1.3µM*	5%
CCC1CN1P(=O)(c1ccccc1)N1CC1CC (stereo unspecified)	-27%	-32%	x
CN1C(=O)C(=Cc2ccc(Sc3ccccc3)o2)C(=O)N(C)C1=O	u	u	-4%

Main list, repeating the preview:
SMILES	TDP1 cell noCPT	TDP1 cell CPT	TDP1 block
CCOC(=O)[C@]12Cc3ccccc3[C@H]1N(Cc1ccccc1)C(=O)c1ccccc12	u	u	x
CCOC(=O)C1(CCCc2ccccc2)CCN(C2CCC2)CC1	u	-23%	-6%
CC1C(=O)C(C)C(c2ccc(Cl)cc2)NC1c1ccc(Cl)cc1 (stereo unspecified)	u	-22%	x
COc1ccc(O)c2c(=O)c3c(OC)cc4c(c3oc12)C1C=COC1O4 (stereo unspecified)	0.92µM*	1.3µM*	5%
CCC1CN1P(=O)(c1ccccc1)N1CC1CC (stereo unspecified)	-27%	-32%	x
CN1C(=O)C(=Cc2ccc(Sc3ccccc3)o2)C(=O)N(C)C1=O	u	u	-4%
O=C(Nc1ccccc1)Oc1ccccc1	-2%	7%	2%
CNC(=O)Oc1cccc2c1OC(C)(C)C2	-20%	2%	6%
CCCC12CN3CC(C)(CN(C1)C3c1c(C)[nH]c(=O)[nH]c1=O)C2=O (stereo unspecified)	-23%	-3%	2%
CN(C)CC1CCCCC1OC(=O)c1ccc(Cl)c(Cl)c1 (stereo unspecified)	u	u	3%
Cc1oc(-c2ccc(F)cc2F)nc1CN1C[C@@H]2C[C@@H](C1)c1cccc(=O)n1C2	-23%	20%	x
NNCc1cccc(O)c1	u	u	-12%[56.1 µM]
CCCCCCn1c(=O)c(C(=O)Nc2c(C)n(C)n(-c3ccccc3)c2=O)c(O)c2ccccc21	6.5µM*	5.2µM*	x
CCCCn1c(=O)c(C(=O)Nc2ccccn2)c(O)c2ccccc21	4.1µM*	3.3µM*	x
COc1ccccc1-n1c(O)c(/C=C2\C=Nc3ccccc32)c(=O)[nH]c1=O	u	u	x
CCCCn1cnc2cc(NCc3cccc(OC)c3O)ccc21	-5%	3%	10%
C=CCn1c(O)c(C=Nc2ccc(N(CC)CC)cc2)c(=O)[nH]c1=O	u	-30%	-5%
CC(=O)O[C@@]12CO[C@@H]1C[C@H](O)[C@@]1(C)C(=O)[C@H](O)C3=C(C)[C@@H](O)C[C@@](O)([C@@H](OC(=O)c4ccccc4)C12)C3(C)C (stereo partly specified)	9.2µM*	9.2µM*	x
CCC1(CC)C(=O)C=CNC1=O	0%&-13%	6%&17%	-7%&-5%[56.1 µM]
CCCCn1c(O)c(C(CC)=NCc2ccc3c(c2)OCO3)c(=O)[nH]c1=O	u	u	7%
Cc1cc2ccccn2c1C(C[N+](=O)[O-])c1c(F)cccc1Cl (stereo unspecified)	15µM*	18µM*	17%
CC(C)c1ccc(C2N3CCCN23)cc1 (stereo unspecified)	-4%	-4%	0%
O=C(Nc1nccs1)C(Cl)(Cl)Cl	-15%	-2%	0%
CCOC(=O)c1c(-n2c(C)cc(C=C3C(=O)NC(=S)NC3=O)c2C)sc2c1CCCC2	18µM*	23µM*	0%
CC12CCC(=O)C=C1CC(O)C1C2CCC2(C)C1CCC2(C)O (stereo unspecified)	3%	-10%	x
Cc1cc(NC(=O)c2cccn(Cc3cccc(Cl)c3)c2=O)no1	-3%	-2%	2%
CCOC(=O)[C@]12Cc3cc(OC)ccc3[C@H]1N(Cc1ccccc1)C(=O)c1cc(OC)ccc12	16µM*	u	x
O=c1[nH]c(O)c(C=Nc2ccc(F)c(Cl)c2)c(=O)[nH]1	17%	-4%	x
COC(=O)C1=C(c2ccc(C(C)=O)cc2)C[C@@H]2CC[C@H]1N2C(=O)N1CCCC1	u	u	1%
Cc1cc(C)[n+](C2C3CC4CC(C3)CC2C4)o1 (stereo unspecified)	21µM*	-29%	1%
O=C(Nc1nnc(-c2ccco2)o1)c1cccc2ccccc12	u	u	-2%
CCOc1ccc(NC(=O)c2cccn(Cc3cccc(Cl)c3)c2=O)cc1	u	u	-1%
COc1ccccc1N1CCN(CCc2c[nH]c3cc4c(cc23)OCO4)CC1	18µM*	23µM*	x
O=C(c1ccccc1)c1cn(CC(=O)N2CCOCC2)c2ccccc12	u	u	7%
Cc1nc(Cl)sc1C(=O)Nc1ccc2ccccc2c1	-26%	4%	0%
Clc1cccc(N2CCNCC2)c1Cl	u	-16%	-7%[56.1 µM]
Cc1c2cnn(CC(=O)N3CCC4(CC3)OCCO4)c(=O)c2c(C)n1Cc1cccc(Cl)c1	-26%	u	4%
Clc1cccc(C(c2ccc3nc[nH]c3c2)n2ccnc2)c1 (stereo unspecified)	27µM*	u	x
COc1cc2c(cc1O)CC[n+]1cc3c(OC)c(OC)ccc3cc1-2	u	u	0%
COC(=O)c1ccc(CSc2nc3c(cnn3-c3ccc(C)cc3)c(=O)[nH]2)o1	u	-11%	2%
C=CCN1C(=O)NC(=O)/C(=C/c2ccoc2)C1=O	u	u	2%
CN1CCC2(O)OCCCC2C1 (stereo unspecified)	-11%	11%	-6%
CCOc1cc(C(=O)N2CCC3(CC2)OCCO3)cc(OCC)c1OCC	-3%	-3%	0%
CSc1cccc(CNC(=O)C2CCC(=O)N(Cc3cccc(C(F)(F)F)c3)C2)c1 (stereo unspecified)	-6%	u	0%
Cc1ccc(-n2c(O)c(/C=N/c3ncc(Br)cc3Br)c(=O)[nH]c2=O)cc1	9.2µM*	u	-3%

Of the compounds above, four contain a furan ring, fused or not:
SMILES	TDP1 cell noCPT	TDP1 cell CPT	TDP1 block
CN1C(=O)C(=Cc2ccc(Sc3ccccc3)o2)C(=O)N(C)C1=O	u	u	-4%
O=C(Nc1nnc(-c2ccco2)o1)c1cccc2ccccc12	u	u	-2%
COC(=O)c1ccc(CSc2nc3c(cnn3-c3ccc(C)cc3)c(=O)[nH]2)o1	u	-11%	2%
C=CCN1C(=O)NC(=O)/C(=C/c2ccoc2)C1=O	u	u	2%

Continuation.
SMILES	TDP1 cell noCPT	TDP1 cell CPT	TDP1 block
C[C@H](CO)N1C[C@H](C)[C@H](CN(C)C(=O)c2ccncc2)OCc2ccccc2-c2c(n(C)c3ccccc23)C1=O	u	-23%	x
C[N+]1(C)CCOC(O)(c2ccc(-c3ccc(C4(O)C[N+](C)(C)CCO4)cc3)cc2)C1 (stereo unspecified)	7%&2%	14%&-5%	3%&-2%&-3%
Cc1ccc(C2(O)CCN3CCCCC32)cc1 (stereo unspecified)	-4%	0%	3%
COC(=O)c1cccc(N=Cc2c(O)n(Cc3ccc(F)cc3)c(=O)[nH]c2=O)c1	-9%	10%	-2%
O=C(Nc1ccc(Br)cc1)c1cccc(S(=O)(=O)N2CCc3ccccc32)c1	16µM*	23µM*	6%[12.3 µM]
O=P1(NCCCl)OCCC(OO)N1CCCl (stereo unspecified)	-14%	-40%	x
CC(=O)Nc1ccc(NC(=O)CN(c2ccc(C34CC5CC(CC(C5)C3)C4)cc2)S(C)(=O)=O)cc1	u	u	8%
NC(N)=Nc1ccc2[nH]c3c(c2c1)C[C@]1(O)[C@@H]2Cc4ccc(O)c5c4[C@]1(CCN2CC1CC1)[C@@H]3O5	u	-24%	-5%[56.1 µM]
O=C(/C=C/C=C/c1ccccc1)CC1(O)C(=O)Nc2ccccc21 (stereo unspecified)	u	u	6%
COC(=O)C1=C(c2ccc(F)cc2OCc2ccccc2)C[C@@H]2CC[C@H]1N2C(=O)NCc1ccc(Cl)cc1	u	21µM*	0%
COC(=O)C1=C(c2ccc(OC)c(OC)c2)C[C@@H]2CC[C@H]1N2C(=O)N1CCC(O)CC1	-14%	-10%	0%
O=C(Cc1ccc(N(CCCl)CCCl)cc1)NC(Cc1ccc(Cl)cc1)C(=O)O (stereo unspecified)	u	u	5%
Cc1ccccc1OCCN=Cc1c(O)n(C)c(=O)n(C)c1=O	21µM*	u	2%
Nc1ccccc1C(=O)OCC(=O)N1CCc2ccccc21	-9%	-3%	3%
COc1ccc(C(O)c2cc(OC)ccc2OP(=O)(N(C)C)N(C)C)cc1 (stereo unspecified)	-15%	-6%	1%
COc1ccc(C(=O)Nc2nnc(S(=O)(=O)N(CC(C)C)c3ccc(C)cc3)s2)cc1OC	u	u	-3%
CC(=O)C1=C(O)C2(C)c3c(O)c(C)c(O)c(C(C)=O)c3OC2CC1=O (stereo unspecified)	23µM*	u	x
OC1(c2ccc(F)cc2)CC2CCC(C1)N2Cc1nnnn1C1CCCC1 (stereo unspecified)	-10%	-12%	-2%
CCCC(C)C1(CC)C(=O)NC(=Nc2ccccc2)NC1=O (stereo unspecified)	-22%	2%	-2%
O=C(NCC1=C(c2ccc3ccccc3c2)C[C@@H]2CC[C@H]1N2Cc1ccco1)c1nccs1	16µM*	u	x
Cc1cc(O)c(CN2CC=C(c3ccccc3)CC2)cc1C(C)C	u	u	x
Cn1c(SCC(=O)Nc2ccccc2F)nc2c([nH]c3ccccc32)c1=O	18µM*	15µM*	2%
CN(C)CCN(CC1CCCN(Cc2ccccc2F)C1)C(=O)Cc1ccc(F)c(F)c1 (stereo unspecified)	u	u	x
O=C1CCCC2=C1C(c1cccnc1)Nc1ccccc1N2 (stereo unspecified)	-6%	-3%	6%
CCC1(CCC(C)C)C(=O)NC(=O)NC1=O	-28%[92.5 µM]	u	x
C=CCCC1(CC)C(=O)NC(=S)NC1=O	-12%	-3%	x
O=C(NCCc1ccccc1)c1ccc(CSc2nc3cccnc3n2Cc2ccc(F)cc2)cc1	15µM*	u	-2%
Cc1nn(-c2ccccc2)c2c1CC1(C(=O)N(C)C(=O)N(C)C1=O)C1CCCCN21 (stereo unspecified)	u	-23%	-4%
c1ccc2c3c(ccc2c1)OCC1CONC31 (stereo unspecified)	6%	3%	-3%
CC1=CC(C)C(COC(N)=O)(COC(N)=O)C(C)C1 (stereo unspecified)	-4%	5%	-1%
Cc1ccccc1CN1CCN(Cc2ccccc2)CC1	-9%	-13%	7%
COc1cccc(C(=O)C2CCCN(C3CCOCC3)C2)c1 (stereo unspecified)	-6%	5%	7%
CCCC12CN3CC(CCC)(CN(C1)C3c1ccccn1)C2=O (stereo unspecified)	u	u	7%&2%
COc1cc2c3c(c1OC)-c1cc(O)ccc1CC3NCC2 (stereo unspecified)	u	-5%	5%
COC(=O)c1ccc(COC(=O)c2nn(C)c(=O)c3ccccc23)cc1	u	u	-3%
C=C1C(=O)OC2C1CCC(C)C1(O)C=CC(=O)C21C (stereo unspecified)	2.3µM*	2.6µM*	x
CCOC(=O)c1c(C)n(Cc2ccco2)c2ccc(OC)cc12	-28%	u	4%
N[C@H](CCCCCP(=O)(O)O)C(=O)O	0%&17%	-6%&16%	-4%[56.1 µM]
CN1C(=O)NC(=O)/C(=C\C=C\c2ccccc2[N+](=O)[O-])C1=O	5.8µM*	u	3%
CN1CCN(c2nc3ccccc3c(=O)n2-c2ccccc2)CC1	-21%	-9%	4%
COP(=O)(OC)C1(Nc2ccc(C)cc2)CCCCC1	u	u	5%
COc1ccc(C(C)=O)cc1CC(C(=O)c1ccccc1)N(C)C (stereo unspecified)	u	u	1%
CC(O)(CS(=O)(=O)c1ccc(F)cc1)C(=O)Nc1ccc(C#N)c(C(F)(F)F)c1 (stereo unspecified)	11µM*	15µM*	3%
O=C(Nc1ccccc1-c1ccc(Cl)cc1)c1cccnc1Cl	u	u	15%
CC(C)CC(N(C)C)C1(c2ccc(Cl)cc2)CCC1 (stereo unspecified)	u	u	3%
CCCOC(=O)Cc1ccc(OCC(=O)N(CC)CC)c(OC)c1	u	-24%	x
O=C(COC(=O)c1cccc(NC(=O)c2ccc(Br)cc2)c1)c1ccc(Br)cc1	u	u	x
O=c1[nH]c(O)c(/C=C2\C=Nc3ccc(OCc4ccccc4)cc32)c(=O)[nH]1	u	0%	x
c1ccc2c(c1)CC1CNCc3cccc(c31)S2 (stereo unspecified)	-17%	6%	4%
CC(C)(O)[C@@H]1C2OC(=O)[C@@H]1[C@]1(O)C[C@H]3O[C@]34C(=O)O[C@H]2[C@]14C	-7%	u	7%

From PubChem BioAssay

A portion of the library, so the mix of outcomes need not match the whole.
